aGal spleen mod: alpha-galactosidase A (human) modulation | AID 2107 | P06280 | human spleen homogenate, 4MU-alpha-Gal fluorescence, 40 min | Potency, µM (series often up to 80 µM), without a hit: at the top dose activity change, negative = inhibition, usual class: inhibitors | 0.008% of 240,000 active;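 also: 0% = enzyme with vehicle and -100% = no enzyme basal signal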
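Spleen homogenate 1 ug + cpd (titration) + 4-MU-alpha-D-galactopyranoside 1 mM; 37C 40 min; 50 mM citrate/phosphate pH 5.0, 0.01% Tween-20; stop pH 10; fluorescence 365/440; AC50 via Hill.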
GAA glycogen: GAA glycogen-cleavage inhibition or activation | P10253 | recombinant GAA, glycogen substrate, Amplex Red glucose oxidase fluorescence | Potency, µM (series often up to 76.4 µM), for inactives: at the top dose activity change, negative = inhibition, hits mostly inhibitors | 0.38% of 300,000 active;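 also: 0% = full enzyme reaction and -100% = no-enzyme basal signal; the screen sought inhibitors and activators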
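Recombinant enzyme (4 nM final) with compounds titrated up to 77 uM and bovine liver glycogen (30 ug) in citrate pH 5.0, 0.01% Tween-20, 37 C 40 min. Released glucose detected by Amplex Red/glucose oxidase (Ex 573/Em 610); AC50 from Hill fits.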
SMN2 splice up: SMN2 splice variant enhancement | Potency, µM (series often up to 46.1 µM), for the others: at the top dose activity change, positive = activation, actives largely listed as activators | 2.8% of 210,000 active | HEK293 SMN2-luciferase splicing reporter, luminescence, 30-36 h; also: % of control where 0% means no effect; nearly all actives have a fitted effect of over 55% in size
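qHTS luciferase splicing reporter: luminescence rises when SMN2 exon 7 is included in transfected HEK293 cells. Compound exposure lasted 30-36 h at 37C, with 4.5 mM final sodium butyrate as control, followed by a ONE-Glo read.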
JMJD2E inh: inhibitors of human JMJD2E histone demethylase. AID 2147. 1.6% of 230,000 active. Potency, µM (series often up to 57.1 µM), for inactives: at the top dose activity change, negative = inhibition, actives largely listed as inhibitors. JMJD2E catalytic domain, FDH-coupled NADH fluorescence (FDH is formaldehyde dehydrogenase). B2RXH2; active = well fitted inhibition curve with a large enough effect, not every such curve was filed as active; inconclusive = small, poorly fitted or top-dose-only effect, or another doubt; inactive = no such curve, though single readings can be large or run the other way;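 also: 0% = wells with enzyme and -100% = buffer wells without enzyme; nearly all actives have a fitted effect of over 50% in size; many of its hits are not listed in these tables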
GAA spleen mod: inhibits or activates alpha-glucosidase in human spleen homogenate. P10253. Potency, µM (top dose mostly 79.9 µM), inactives show top-dose activity change, negative = inhibition, most hits filed as inhibitors. AID 2112. human spleen homogenate, 4-MU-alpha-glucoside fluorescence. 0.006% of 240,000 active;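 also: 0% = enzyme with vehicle and -100% = no enzyme basal signal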
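Enzyme source: human spleen homogenate, 1 ug/well. Buffer 50 mM citric acid/K phosphate pH 5.0, 0.01% Tween-20. 4-MU-alpha-glucoside 1 mM; 37 C x 40 min; NaOH/glycine stop; fluorescence.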
ALDH1A1 block: ALDH1A1 (human) enzyme inhibition. P00352. Purified ALDH1A1, NADH fluorescence, propionaldehyde substrate. Potency, µM (highest dose often 75.3 µM), without a hit: at the highest dose activity, negative = inhibition, most hits filed as inhibitors. 7.3% of 220,000 active. AID 1030; active = well fitted inhibition curve with a large enough effect, not every such curve was filed as active; inconclusive = small, poorly fitted or top-dose-only effect, or another doubt; inactive = no such curve, though single readings can be large or run the other way;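 also: plate controls were no enzyme wells and a reference inhibitor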
Target sequence (P00352 whole entry, looked up): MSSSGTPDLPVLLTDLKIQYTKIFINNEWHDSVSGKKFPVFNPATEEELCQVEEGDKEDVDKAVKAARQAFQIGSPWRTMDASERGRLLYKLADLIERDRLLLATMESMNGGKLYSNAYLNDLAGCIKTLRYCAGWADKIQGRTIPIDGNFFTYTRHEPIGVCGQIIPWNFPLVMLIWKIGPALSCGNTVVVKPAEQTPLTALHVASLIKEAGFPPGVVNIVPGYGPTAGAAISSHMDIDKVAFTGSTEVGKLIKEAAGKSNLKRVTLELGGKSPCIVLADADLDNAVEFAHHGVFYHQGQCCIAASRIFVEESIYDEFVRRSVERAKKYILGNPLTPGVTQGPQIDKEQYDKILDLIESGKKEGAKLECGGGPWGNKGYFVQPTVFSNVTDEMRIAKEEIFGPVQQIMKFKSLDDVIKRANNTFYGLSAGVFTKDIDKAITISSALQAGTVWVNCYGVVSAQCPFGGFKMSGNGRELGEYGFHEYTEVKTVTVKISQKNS
GAA inh: blocks human lysosomal alpha-glucosidase | AID 1466 | 0.005% of 200,000 active | Potency, µM (top dose mostly 76.9 µM), inactives show top-dose activity change, negative = inhibition, hits mostly inhibitors | P10253 | purified human GAA, 4-MU-alpha-glucoside fluorescence;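 also: plate controls were uninhibited enzyme wells for no effect and no-enzyme background for full effect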
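AC50 values come from Hill fits of compound titrations (up to 77 uM) against 4 nM human enzyme. Substrate 4-methylumbelliferyl-alpha-D-pyranoside at 400 uM, pH 5.0 citrate buffer, 20 min room temperature; fluorescence Ex 365/Em 440 after alkaline stop.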
GoLoco inh red: inhibitors of human Gai1-RGS12 GoLoco interaction (red fluorophore). P63096. Gai1:RGS12 GoLoco peptide FP, rhodamine, 10 min. Potency, µM (titrated, usually from 61.6 µM), for inactives: at the top dose activity, negative = inhibition, usual class: inhibitors. 0.44% of 230,000 active. AID 880; active = well fitted inhibition curve with a large enough effect, not every such curve was filed as active; inactive = no such curve, though single readings can be large or run the other way; also: % is scaled to controls: 0 for no effect and ±100 for the full control effect; nearly all actives have a fitted effect of over 30% in size; many of its hits are not listed in these tables
Target sequence (P63096 whole entry, looked up): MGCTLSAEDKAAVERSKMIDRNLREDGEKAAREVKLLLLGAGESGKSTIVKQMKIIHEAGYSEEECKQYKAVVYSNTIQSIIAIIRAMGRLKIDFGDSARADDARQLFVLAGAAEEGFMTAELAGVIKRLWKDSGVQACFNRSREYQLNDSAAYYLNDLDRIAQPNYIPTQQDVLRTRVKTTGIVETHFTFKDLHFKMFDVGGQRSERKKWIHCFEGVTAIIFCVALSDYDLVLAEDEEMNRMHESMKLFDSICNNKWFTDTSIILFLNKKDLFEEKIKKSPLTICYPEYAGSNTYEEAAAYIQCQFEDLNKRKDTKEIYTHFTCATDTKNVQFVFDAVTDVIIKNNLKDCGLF
* marks the source's active call; other numbers are inactive results; ? = inconclusive; . = no result given; [ ] = dose if it differs, or a comment. Unless noted, calls follow the shape of the dose curve; as a rule, active = well fitted curve in the direction sought with a large enough effect; inconclusive = small, poorly fitted or top-dose-only effect, or another doubt; inactive = no such curve, though single readings can be large; an effect the other way counts as inactive or inconclusive. Potency is read from the fitted curve at half-maximal effect.

SMILES	aGal spleen mod	GAA glycogen	SMN2 splice up	JMJD2E inh	GAA spleen mod	ALDH1A1 block	GAA inh	GoLoco inh red
CN(C)CC(C)(C)CNC(=O)CC1C(=O)NCCN1Cc1ccc(-c2ccccc2)cc1 (stereo not given)	0%	20%	.	-27%	-3%	-5%	?	-41%
CCOc1cccc(C(=O)NC(=S)Nc2ccc(N3CCN(CC)CC3)cc2)c1	-1%	-19%	-30%	-1%	-1%	?	-10%	12%
COc1ccc(Nc2ccc(C(N)=O)cc2[N+](=O)[O-])cc1	-9%	-12%	-3%	1%	4%	-5%	13%	4%
CCC(=O)OCn1nnc2ccccc2c1=O	-1%	-1%	-43%	7%	-2%	-2%	0%	0%
O=C(NCC(F)(F)F)Nc1ccccn1	-6%	5%	-3%	1%	-8%	9%	-1%	12%
C#CCOCCOCCOCCNc1nc(N2CCN(C(=O)[C@H](CCCCN)n3cc([C@@H](N)CO)nn3)CC2)nc(N2CCN(C(=O)[C@H](Cc3ccc(O)cc3)n3cc([C@@H](N)CC(C)C)nn3)CC2)n1	1%	7%	.	-10%	2%	-2%	.	-4%
C=C(C)C1Cc2c(C)nn(-c3ccccc3)c2C1 (stereo not given)	-4%	2%	-8%	-5%	-2%	-8%	4%	-8%
CCN(CC(=O)NC1CCCCCC1)S(=O)(=O)c1ccccc1	-1%	-14%	-4%	-2%	-6%	1%	2%	-1%
CCOC(=O)c1cnn(-c2nc3sc4c(c3c(=O)[nH]2)CCCC4)c1N	9%	-1%	-60%[inhibitor]	?	-1%	3%	7%	-2%
CCCC1=[N+](CC(=O)c2ccc(C)cc2)CCn2cccc21	-1%	-13%	-10%	-30%	-22%	7%	2%	10%
Cc1ccc(-c2nnc(N)o2)cc1	5%	-2%	15%	?	1%	4%	2%	0%
COC(=O)c1ccc(Oc2cc(C)nc(SC)n2)cc1	-4%	2%	-2%	3%	-7%	9%	-5%	8%
CCOC(=O)N1CCN(C(=O)/C(=C/c2cccc3ccccc23)NC(=O)c2ccc(OC)cc2)CC1	7%	5%	2%	-9%	-9%	?	-11%	-8%
CC(C)(C)NC(=O)C(c1ccncc1)N(C(=O)Cn1nnc(-c2ccc(F)cc2)n1)c1ccc(F)cc1 (stereo not given)	7%	21%	7%	3%	5%	0%	6%	10%
COc1ccc(CCC(=O)NNC(=S)NCc2ccc(F)cc2)cc1	-4%	-26%	-9%	4%	-10%	-2%	13%	16%
CCCNc1c(N)c(=O)c1=O	-3%	6%	.	1%	-1%	.	.	10%
O=C(CCc1nnc(CCCCc2ccccc2)o1)N1CCCC(O)C1 (stereo not given)	8%	4%	.	6%	-7%	.	.	-12%
COC(=O)C1ON2OC(C(=O)OC)C(C(=O)OC)C2C1CC(C)=O (stereo not given)	0%	-7%	5%	1%	-3%	-10%	-7%	1%
O=c1[nH]cnc(O)c1C(c1cccc([N+](=O)[O-])c1)c1c(O)nc[nH]c1=O	-1%	-1%	.	-11%	-4%	.	.	7%
CN(Cc1nc(-c2cccs2)no1)CC1COCCO1 (stereo not given)	-5%	5%	.	-3%	-3%	18%	?	-1%
COc1cccc(NC(=O)C2C3C=CC4(O3)C2C(=O)N(C2CC2)C4C(=O)NC2CCCCC2C)c1 (stereo not given)	5%	0%	2%	0%	2%	-10%	-6%	4%
OC1(c2ccccc2)C/C(=N\n2cnnc2)C=C1c1ccccc1 (stereo not given)	7%	-13%	5%	7%	6%	5%	6%	-6%
Cc1c(-c2ccc(O)cc2)nn(-c2ccc(O)cc2)c1-c1ccc(OCCN2CCCCC2)cc1	-8%	.	.	?	-5%	?	.	3%
CC(=O)N1CCc2cc(S(=O)(=O)NC(Cc3ccccc3)C(=O)NCCN3CCCCC3C)ccc21 (stereo not given)	3%	5%	-29%	1%	1%	-15%	-2%	4%
CC(C)(C)C1CCC(=NNC(=O)CC(=O)NCc2ccccc2)CC1 (stereo not given)	5%	2%	-6%	76%[activator]	2%	-7%	-1%	6%
CC(=O)Nc1ccccc1OC(C)C(=O)N1CC(C)CC(C)C1 (stereo not given)	-6%	7%	.	1%	-2%	.	.	3%
Cc1cccc(C(=O)Nc2nnc(-c3ccncc3)o2)c1	8%	3%	-18%	?	.	?	-5%	2%
Cc1cccc(NC(=O)CSc2nnc(NC(=O)c3ccco3)s2)c1	-2%	0%	22%	-8%	.	-160%	-1%	16%
c1csc(CSc2nnc3sc4ccccc4n23)c1	7%	8%	14µM*	7%	4%	10%	4%	7%
COc1ccc(Nc2nc3ccccc3c(=O)s2)c(OC)c1	6%	-2%	6%	3%	0%	-1%	-3%	7%

Random excerpt: 2 compounds from above
SMILES	aGal spleen mod	GAA glycogen	SMN2 splice up	JMJD2E inh	GAA spleen mod	ALDH1A1 block	GAA inh	GoLoco inh red
CCCNc1c(N)c(=O)c1=O	-3%	6%	.	1%	-1%	.	.	10%
OC1(c2ccccc2)C/C(=N\n2cnnc2)C=C1c1ccccc1 (stereo not given)	7%	-13%	5%	7%	6%	5%	6%	-6%

Further structures
SMILES	aGal spleen mod	GAA glycogen	SMN2 splice up	JMJD2E inh	GAA spleen mod	ALDH1A1 block	GAA inh	GoLoco inh red
COc1ccc(CNC(=O)COC(=O)C2CCC(C(C)(C)C)CC2)cc1 (stereo not given)	-2%	0%	11%	1%	0%	?	-2%	14%
COC(=O)c1ccc(C(NC(=O)OCc2ccccc2)/C(F)=C/[C@@H](C)C(=O)NCc2nc3ccccc3s2)cc1 (stereo not given in full)	5%	.	-9%	-13%	-6%	5%	.	4%
N#CCCCSc1nnc(-c2ccc(Cl)cc2)n1-c1ccccc1	0%	-3%	-18%	4%	-2%	-1%	-2%	9%
Cc1ccc(/C=C/C(=O)O)cc1S(=O)(=O)NCCCC(=O)O	10%	9%	-9%	13%	3%	22%	3%	0%
CCNc1ncc2nc(-c3ccc(F)cc3)c(=O)n(-c3ccccc3)c2n1	-14%	.	.	.	4%	?	.	4%
N/C(=N\OC(=O)c1ccc([N+](=O)[O-])cc1)c1ccccn1	2%	5%	6.3µM*	-17%	2%	14%	-3%	4%
COc1cc(/C=N/NC(=O)CN(Cc2ccco2)S(=O)(=O)c2ccccc2)ccc1O	6%	-27%	0%	5%	-5%	-5%	?	0%
COc1ccc2[nH]c3c(NCCCN4CCCC4=O)ncnc3c2c1	5%	1%	12%	?	0%	?	8%	17%
CCC(C)(C)NC(=O)C(c1ccccn1)N(C(=O)c1csnn1)c1ccc(C)cc1 (stereo not given)	-7%	3%	.	5%	1%	?	1%	8%
CCOC(=O)N1CCN(C(=O)Cn2ncc3c2-c2ccccc2OC3)CC1	-3%	0%	-3%	1%	-2%	-2%	-1%[15.4 µM]	-4%
COc1ccc(N2C(=O)/C(=C/N(C)C)NC2=S)cc1	2%	?	.	9%	-6%	3%	.	-7%
Cc1cc(SCn2nnc3ccccc3c2=O)nc2ccccc12	10%	-2%	-19%	-2%	5%	?	1%	10%
O=C(O)Cc1c(C(=O)O)nnn1-c1cccc(C(F)(F)F)c1	0%	5%	.	-10%	-10%	1%	-3%	2%
O=C(Nc1cccc2nsnc12)c1ccc(-c2ccc(Br)cc2)o1	3%	12%	.	8%	0%	22%	6%	.
N=c1c2c(ncn1CCN1CCOCC1)Oc1cc(O)ccc1C2c1ccccc1 (stereo not given)	0%	7%	.	-2%	-1%	.	.	2%
CN(CCC#N)C(=O)CC(Cc1ccccc1)C1CCOC(C)(C)C1 (stereo not given)	3%	3%	.	10%	7%	.	.	2%
O=C1C=C(NNC(=O)c2ccccc2Br)CCC1	3%	?	?	-22%	-1%	2%	-4%	6%
O=[N+]([O-])c1ccc(-c2ccc(/C=N/Nc3nc(N4CCCCC4)nc(N4CCCCC4)n3)o2)cc1	-13%	5%	.	-1%	7%	20%	-2%	59%[activator]
C/C(NC(=O)c1ccccc1F)=C1\C(=O)C[C@@H]2[C@H]1C2(C)C	3%	0%	.	-1%	0%	-13%	-7%	.
O=C(Nc1ccccc1)ON=C1c2ccccc2-c2ccccc21	3%	1%	-19%	-3%	-5%	?	-2%	-4%
N#CCCN(Cc1cccs1)C(=O)Nc1ccccc1	1%	2%	.	6%	-3%	.	.	7%
CO/N=C/c1ccc(N2CCOCC2)c([N+](=O)[O-])c1	-2%	1%	-41%[inhibitor]	4%	3%	?	2%	5%
COc1ccc([N+](=O)[O-])cc1NC(=O)COC(=O)/C=C/c1ccco1	0%	15%	1%	12%	3%	-2%	4%	-10%
Cc1ccccc1Cn1c2ccccc2c2cnn(CC(=O)NCc3ccco3)c(=O)c21	6%	-4%	.	?	2%	.	.	-6%
Cc1ccccc1-n1c(C)nnc1SCc1cc(=O)oc2ccc3ccccc3c12	3%	1%	-17%	?	-1%	?	-6%	6%
Cc1cc(C)nc(NC(=S)Nc2cccc(Cl)c2Cl)c1	-1%	9%	-9%	?	1%	2%	6%	1%
O=C(NCc1n[nH]c(=S)n1-c1ccccc1)c1cccs1	-1%	-13%	2%	4%	.	0%	2%	-3%
COCCn1nnnc1C(c1cc2cccc(C)c2[nH]c1=O)N1CCN(c2ccccc2F)CC1 (stereo not given)	-3%	7%	.	?	-3%	16µM*	?	3%
Cc1cc(C(=O)CCl)c(C)n1CCc1ccccc1	2%	-1%	-108%[inhibitor]	?	2%	0.032µM*	1%	-2%
COC(=O)c1cc(OC)c(OC)cc1NC(=O)c1cnccn1	2%	6%	23%	-6%	8%	4%	-8%	9%
COc1ccc(-n2[nH]c3c4c(ncc3c2=O)CCCCC4)cc1	4%	.	.	.	-6%	6%	.	6%
Cc1ccc(NC(=O)Cn2nc(-c3ccccc3Cl)ccc2=O)c(Br)c1	8%	-1%	-15%	2%	-1%	0%	-2%	-14%
CC(=O)c1ccc(NC(=S)NCCc2ccc(S(N)(=O)=O)cc2)cc1	-12%	-20%	-3%	-3%	-7%	?	1%	7%
CC1CCCN(Cc2nc(Cc3ccccc3Cl)no2)C1 (stereo not given)	2%	18%	.	3%	2%	2%	-2%	0%

Bioassay records as filed in PubChem BioAssay.

The list is partial; rates above refer to the full screens.
